TEAD-YAP inh = TEAD-YAP interaction inhibition, primary screen, TEAD-YAP interaction inhibitor project, luminescence, HEK-TIYL cells | TEAD-Gal4/YAP UAS-luciferase luminescence | inhibition, % at 9.12 µM | 1.4% of 640,000 active; in the data active means inhibition above about 32%;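 further: 0% = median of test compound wells and 100% = reference inhibitor wells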
GPR151 activ = activators of human GPR151, primary screen, cell-based, PathHunter beta-arrestin, luminescence. activation, % at 11.2 µM. AID 1508602, 2020. 1% of 650,000 active. PathHunter beta-arrestin GPR151 cells. G-protein coupled receptor 151 (Homo sapiens), Q8TDV0; in the data active means activation above about 4.9%;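 further: 0% = median of compound wells and 100% = cells with positive control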
Target sequence (Q8TDV0 whole entry, looked up): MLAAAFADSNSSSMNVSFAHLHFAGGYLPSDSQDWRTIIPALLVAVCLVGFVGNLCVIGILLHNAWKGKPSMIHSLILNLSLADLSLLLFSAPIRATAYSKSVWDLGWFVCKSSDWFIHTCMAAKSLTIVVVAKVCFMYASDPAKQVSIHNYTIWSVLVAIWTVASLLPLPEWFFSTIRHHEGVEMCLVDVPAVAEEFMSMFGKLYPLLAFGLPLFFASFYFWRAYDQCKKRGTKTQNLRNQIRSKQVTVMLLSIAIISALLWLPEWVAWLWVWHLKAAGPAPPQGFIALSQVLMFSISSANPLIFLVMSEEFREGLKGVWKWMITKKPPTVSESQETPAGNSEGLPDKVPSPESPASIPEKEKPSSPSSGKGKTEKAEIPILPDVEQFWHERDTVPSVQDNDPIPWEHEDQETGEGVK
MITF primary = MITF inhibitors, primary screen, biochemical, AlphaScreen, human | 0.91% of 650,000 active | Microphthalmia-associated transcription factor (Homo sapiens), O75030 | inhibition, % at 2.6 µM | AlphaScreen MITF homodimerization, bead proximity signal; in the data active means inhibition above about 50%;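 further: 0% = vehicle wells with protein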
Target sequence (O75030 whole entry, looked up): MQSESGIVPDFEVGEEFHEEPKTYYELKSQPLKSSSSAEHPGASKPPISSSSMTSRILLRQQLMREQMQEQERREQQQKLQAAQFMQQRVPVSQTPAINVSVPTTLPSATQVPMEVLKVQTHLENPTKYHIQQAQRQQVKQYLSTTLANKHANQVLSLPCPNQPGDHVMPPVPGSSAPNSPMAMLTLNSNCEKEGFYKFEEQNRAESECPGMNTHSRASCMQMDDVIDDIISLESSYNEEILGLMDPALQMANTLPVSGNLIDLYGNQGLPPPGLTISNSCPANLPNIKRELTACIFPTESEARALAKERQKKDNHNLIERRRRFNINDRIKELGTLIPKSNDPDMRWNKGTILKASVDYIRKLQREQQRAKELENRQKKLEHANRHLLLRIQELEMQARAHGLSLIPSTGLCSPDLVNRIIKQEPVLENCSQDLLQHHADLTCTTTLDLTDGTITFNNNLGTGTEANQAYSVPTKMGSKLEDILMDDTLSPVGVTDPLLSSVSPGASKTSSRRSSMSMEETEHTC
FBW7 act = FBW7 E3 ligase activators, primary screen, biochemical, AlphaScreen, human. F-box/WD repeat-containing protein 7 (Homo sapiens), Q969H0. AlphaScreen FBW7–phospho-cyclin E peptide binding, activator screen. normalized activity (activation), % at 26.1 µM. 0.13% of 650,000 active; in the data active means normalized activity above about 1.9%;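 further: purified mutant Fbw7 with reduced substrate affinity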
Active calls of the source: *.

SMILES	TEAD-YAP inh	GPR151 activ	MITF primary	FBW7 act
CCC(C)(C)n1nnnc1C(c1ccc(Cl)cc1)N1CCOCC1 (stereo not drawn)	0.5	1.5	-10.7	0.0
CC(C)(C)c1cc(CNC(=O)CC2C(=O)NCCN2CCc2ccccc2)[nH]n1 (stereo not drawn)	3.5	-0.6	6.3	0.0
Cc1ccc(C2C=C(c3ccccc3)Nc3nc(NC(=O)c4ccco4)nn32)cc1 (stereo not drawn)	-0.3	1.1	11.2	0.1
CCc1cccc(NC(=O)c2nnn(Cc3cccc(OC)c3)c2N)c1	5.6	-0.3	4.7	0.6
COc1ccc(CNS(=O)(=O)c2ccc(Oc3ccc(S(=O)(=O)NCc4ccc(OC)cc4)cc3)cc2)cc1	55.4*	0.5	-0.6	0.0
COc1cc(C(=O)Nc2nc3ccc([N+](=O)[O-])cc3s2)cc(OC)c1OC	6.4	1.5	-0.2	0.1
CCN1/C(=C/c2ccc3ccccc3[n+]2CC)Sc2ccc(I)cc21	68.3*	4.1	17.7	0.2
COC(=O)[C@H]1CCc2ccccc2N1C(=O)c1ccc(F)c(F)c1	3.8	-0.4	1.8	-0.1
CN(C)c1cccc(Nc2nc(NCCc3ccc(O)cc3)c3ncn(-c4ccccc4)c3n2)c1	3.9	-1.3	11.5	0.1
C=CCOC(=O)c1cc(-c2ccc(/C=C3/NC(=S)NC3=O)o2)ccc1Cl	-0.2	0.3	10.3	0.1
O=C(Nc1cccc([N+](=O)[O-])c1)Nc1cccs1	-11.1	-0.2	16.1	0.9
CC12C=CC(O1)C1C(=O)N(Cc3ccccc3)C(=O)C12 (stereo not drawn)	-13.6	-0.2	1.5	-0.2
COc1cccc2cc(C(=O)Nc3cccc(C(C)=O)c3)c(=O)oc12	6.4	3.3	3.2	-0.1
Cc1nc2c(C(=O)N3CCCC3)cnn2c(C)c1Cc1cccc(Cl)c1	-13.6	5.5*	15.3	0.0
C=CCN1C(=O)/C(=C/c2c(OC)cc(OC)cc2OC)SC1=S	-13.6	1.7	2.3	-0.1
CC1CCCCN1C(=O)Cc1ccc(Br)cc1 (stereo not drawn)	-24.1	1.4	10.0	0.1
COc1ccc(Cl)cc1-n1c(=S)sc2c(=O)[nH]c(SCC(=O)N3CCC(C)CC3)nc21	-2.9	-0.4	-6.9	0.2
Cc1onc(-c2c(Cl)cccc2Cl)c1C(=O)NC(C)(C)CO	3.2	-1.1	6.5	0.0
Cc1ccc2oc(-c3ccc(Cl)c(NC(=O)c4cc5ccccc5o4)c3)nc2c1	-26.5	0.6	-4.8	0.0
Cc1ccc(-c2nn(-c3ccccc3)cc2C(N)=O)cc1	3.1	2.0	-4.5	0.1
Cc1nn(CCC(N)=O)c2nc(-c3cccnc3)cc(C(F)(F)F)c12	14.6	-0.3	7.5	0.2
O=C(CSCc1ccccc1Cl)Nc1ccc(C(=O)O)cc1	-1.2	0.8	-7.3	0.0
CCOC(=O)c1c(NC(=O)CSc2nnc(CNC(=O)COc3ccc(Cl)cc3Cl)n2C)sc2c1CCC2	-0.5	2.1	2.5	-0.2
COc1ccc(CCNc2nnc(-c3ccccc3)c(=O)n2C)cc1OC	5.2	0.3	6.9	0.0
CCCOc1ccc(C2NC(=O)NC(C)=C2C(=O)OC(C)C(C)(C)C)cc1 (stereo not drawn)	2.8	0.3	17.4	0.3

Quoted at random: six records from the list.
SMILES	TEAD-YAP inh	GPR151 activ	MITF primary	FBW7 act
CN(C)c1cccc(Nc2nc(NCCc3ccc(O)cc3)c3ncn(-c4ccccc4)c3n2)c1	3.9	-1.3	11.5	0.1
CCOC(=O)c1c(NC(=O)CSc2nnc(CNC(=O)COc3ccc(Cl)cc3Cl)n2C)sc2c1CCC2	-0.5	2.1	2.5	-0.2
C=CCN1C(=O)/C(=C/c2c(OC)cc(OC)cc2OC)SC1=S	-13.6	1.7	2.3	-0.1
COc1ccc(CCNc2nnc(-c3ccccc3)c(=O)n2C)cc1OC	5.2	0.3	6.9	0.0
CCc1cccc(NC(=O)c2nnn(Cc3cccc(OC)c3)c2N)c1	5.6	-0.3	4.7	0.6
Cc1ccc(-c2nn(-c3ccccc3)cc2C(N)=O)cc1	3.1	2.0	-4.5	0.1

(continued)
SMILES	TEAD-YAP inh	GPR151 activ	MITF primary	FBW7 act
Cc1ccc(S(=O)(=O)Cn2nnnc2CN2CCN(c3ccccc3)CC2)cc1	0.2	0.3	-1.0	-0.1
Cc1ccc2[nH]c(=O)c(CN(Cc3cccnc3)Cc3nnnn3Cc3ccco3)cc2c1	9.4	-0.6	0.8	0.1
CCOC(=O)c1sc2nc(SCC(=O)Nc3ccc(OCC)cc3)n(Cc3ccc4c(c3)OCO4)c(=O)c2c1C	-10.1	-0.3	-6.5	0.0
COC(=O)Cn1c(-c2ccc(C)cc2)cnc1SCC(=O)N1CCc2ccccc21	2.9	3.0	11.5	-0.3
CCOCCn1c(COc2ccc(OC)cc2)nc2ccccc21	-31.4	0.4	-7.0	-0.1
O=c1[nH]c2ccc(NC(=S)NCCc3ccccc3)cc2[nH]1	-1.0	1.0	8.1	0.1
COc1cc(OC)cc(-c2nc(-c3ccccc3)no2)c1	-5.1	-2.3	15.5	-0.1
CN(Cc1ccc2c(c1)OCO2)Cc1nnc(SCCN2CCCC2)n1C	9.3	-0.5	4.1	0.1
O=C1C=CC2=C3c4cc(O)c(O)cc4CC3(O)COC2=C1O (stereo not drawn)	-15.8	-1.1	91.5*	-0.3
CCOC(=O)c1c(NC2=NS(=O)(=O)c3ccccc32)sc(C)c1C	3.4	1.6	-8.1	-0.2
C/C(=N/NC(=O)c1n[nH]c2c1CCC2)c1cccc(O)c1	39.8*	1.3	-1.0	0.0
O=C(Cn1ccc2ccccc21)NCCn1cnc(-c2ccccc2)cc1=O	-1.7	-1.7	-4.3	0.0
CC(=O)C(Sc1nnc(-c2c[nH]c3ccccc23)n1-c1ccc(F)cc1)C(=O)N(C)C (stereo not drawn)	1.6	-0.8	7.8	0.6
O=C(Nc1nc(-c2ccncc2)cs1)c1ccc(Br)s1	5.2	-0.9	10.2	0.0
COc1ccccc1N1CCN(C2CCN(C(=O)c3cccc4ccccc34)CC2)CC1	9.3	0.1	75.0*	0.1
CN(C)Cc1cnc2ccc(Cl)cn12	8.0	0.2	6.7	0.3
C/C(=N\Nc1ccc([N+](=O)[O-])cc1)c1cc2ccccc2oc1=O	-6.6	0.5	5.5	-0.1
Cc1cc(C)c(S(=O)(=O)NC2CC(C)(C)NC(C)(C)C2)cc1C	12.7	0.0	5.2	0.3
CCn1c(SCC(=O)Nc2nc(C(C)(C)C)cs2)nnc1-c1ccco1	5.9	-1.1	5.7	0.3
Cc1cccc(C)c1NC(=O)c1ccc([N+](=O)[O-])cc1Cl	5.2	0.5	12.0	0.0
O=C(CCN1CCN(c2ccc(Cl)cc2)CC1)Nc1ccc(F)cc1	-1.9	0.3	-12.9	0.0
O=C(OCc1ccccc1)n1c(=O)oc2cc([N+](=O)[O-])ccc21	-9.3	1.8	4.0	-0.2
Cc1nccn1CCCOc1cccc2ccccc12	11.2	1.0	47.6	-0.1
CC(NC(=O)c1cccnc1Cl)c1nc(-c2ccncc2)n[nH]1 (stereo not drawn)	-3.0	0.2	-5.8	0.1
Oc1ccc(-c2nc3cnccn3c2NC2CCCC2)cc1O	-30.9	-1.2	-4.7	-0.1

Record cards, from the list above. Order of values: TEAD-YAP inh	GPR151 activ	MITF primary	FBW7 act
`O=C(Cn1ccc2ccccc21)NCCn1cnc(-c2ccccc2)cc1=O` reads -1.7	-1.7	-4.3	0.0
`O=C1C=CC2=C3c4cc(O)c(O)cc4CC3(O)COC2=C1O` (stereo not drawn) reads -15.8	-1.1	91.5*	-0.3
`COc1ccccc1N1CCN(C2CCN(C(=O)c3cccc4ccccc34)CC2)CC1` reads 9.3	0.1	75.0*	0.1
`COc1ccc(CNS(=O)(=O)c2ccc(Oc3ccc(S(=O)(=O)NCc4ccc(OC)cc4)cc3)cc2)cc1` reads 55.4*	0.5	-0.6	0.0

(cont.)
SMILES	TEAD-YAP inh	GPR151 activ	MITF primary	FBW7 act
COc1ccc(CNS(=O)(=O)c2ccc(F)c(C(=O)Nc3cc(C)ccc3C)c2)cc1	-1.8	0.0	-3.3	-0.1
COc1cc(NS(=O)(=O)c2cccc([N+](=O)[O-])c2)cc(OC)c1	1.9	-0.8	6.9	-0.1
Fc1ccc(NC(=S)NC2CC3CCC(C2)N3C2CC2)cc1 (stereo not drawn)	1.6	1.4	-2.8	-0.1
O=C(N/N=C/c1ccc(O)cc1O)c1ccccc1Cl	1.4	-1.7	6.3	-1.1
CC1=C(C(=O)Nc2cccnc2)C(c2cccnc2)n2nc(-c3cccc(Cl)c3)nc2N1 (stereo not drawn)	-6.8	0.4	4.7	0.0
Cc1cc(NC(=O)c2ccc3c(=O)n4c(nc3c2)CCCCC4)no1	-28.7	1.4	-4.9	0.0
O=C(OCc1cccc(C(F)(F)F)c1)C1COc2ccccc2O1 (stereo not drawn)	-0.7	1.8	5.4	0.1
CN(CCc1ccccn1)C(=O)CCc1nnc(Cc2ccc(-c3ccccc3)cc2)o1	-15.8	1.2	5.5	0.1
COc1ccc(NNC(=O)C(O)(c2cccc(OC)c2)c2cccc(OC)c2)cc1	-6.9	-2.0	16.2	1.0
NC(=O)c1c(NC(=O)/C=C/c2cccc([N+](=O)[O-])c2)sc2c1CCCCC2	-4.5	-0.5	-3.0	-0.1
COc1ccc(-c2nc(CSc3nnc(-c4ccco4)n3C)cs2)cc1	-1.4	-0.3	-7.7	-0.1
O=c1[nH]c2ccc(S(=O)(=O)N3CCc4ccccc4C3)cc2o1	1.2	0.2	16.8	0.4
CC(C)c1ccc(NC(=O)Cn2nnc(-c3ccccc3N)n2)cc1	11.2	0.7	15.9	0.2
O=C(Nc1cccc(C(F)(F)F)c1)c1nn2c(C(F)(F)F)cc(-c3ccc(Br)o3)nc2c1Br	9.0	16.9*	3.4	-0.4
COc1cccc2sc(=NC(=O)c3ccc(S(C)(=O)=O)cc3)n(C)c12	6.2	-1.0	2.4	0.3
Cc1ccc(C)n1CCN1CCN(CC(=O)Nc2ccc(S(N)(=O)=O)cc2)CC1	-9.3	-1.0	-4.1	0.2
COc1cccc([C@H](C)NC(=O)c2cc3ccc(-c4cn[nH]c4)cc3[nH]2)c1	-4.3	-0.4	4.5	0.0
COc1ccc(CNc2ccc3[nH]ncc3c2)c2ccccc12	1.2	-2.7	21.3	0.5
CC(=O)Nc1cccc(NC(=O)Cc2ccccc2)c1	1.3	-0.4	-12.9	-0.3
COc1cc(CNC(=O)/C(=C/c2ccc(-c3ccc(C)cc3)o2)NC(=O)c2ccccc2)cc(OC)c1OC	-10.5	-0.1	7.4	0.2
C=CCc1cccc(/C=N/NC(=O)c2ccccc2[N+](=O)[O-])c1O	7.8	-0.7	11.0	-0.2
Cc1cccc(NC(=O)CSc2n[nH]c(-c3ccco3)n2)c1	1.0	0.2	-19.4	-0.2
O=C(O)CC1S/C(=N/N=C/c2ccccc2O)N(c2ccc(O)cc2)C1=O (stereo not drawn)	-1.4	-1.1	-8.2	0.4
O=C(/C=C/c1ccc(Br)cc1)Nc1ccccn1	34.7*	-7.1	10.9	-0.1
Cc1ccc(C)c(N2CCN(c3ncnc4c3c(-c3ccccc3)cn4-c3cccc(C(F)(F)F)c3)CC2)c1	4.5	0.7	19.3	0.0
COc1ccc(CCNc2c(CCC(C)C)c(C)c(C#N)c3nc4ccccc4n23)cc1OC	2.9	0.8	5.3	1.0
Cc1ccc2c(c1)C(O)(C(C)C(=O)c1ccc(Cl)cc1)C(=O)N2 (stereo not drawn)	9.0	-0.1	-11.2	-0.1
COc1cc(C(=O)Nc2cc3nn(-c4ccccc4)nc3cc2C)cc(OC)c1OC	-19.2	0.7	-4.0	-0.2
CCSc1nnc2c(n1)OC(c1ccsc1)Nc1ccccc1-2 (stereo not drawn)	-13.9	0.7	0.8	0.6

Shown in markdown: two of the compounds above
| smiles | TEAD-YAP inh | GPR151 activ | MITF primary | FBW7 act |
| --- | --- | --- | --- | --- |
| Cc1cccc(NC(=O)CSc2n[nH]c(-c3ccco3)n2)c1 | 1.0 | 0.2 | -19.4 | -0.2 |
| O=C(O)CC1S/C(=N/N=C/c2ccccc2O)N(c2ccc(O)cc2)C1=O (stereo not drawn) | -1.4 | -1.1 | -8.2 | 0.4 |

Screening data: PubChem BioAssay, The Scripps Research Institute Molecular Screening Center
